# Source: PubChem BioAssay
# 12-LOX inh – blocks human arachidonate 12S-lipoxygenase; P18054; purified 12hLO, xylenol orange hydroperoxide absorbance; Potency, µM (top dose mostly 108 µM), inactives show top-dose activity change, negative = inhibition, usual class: inhibitors; 580,000 tested, 1.1% active; active = well fitted inhibition curve with a large enough effect; inconclusive = small, poorly fitted or top-dose-only effect, or another doubt; inactive = no such curve, though single readings can be large or run the other way
# Target sequence (P18054 whole entry, looked up): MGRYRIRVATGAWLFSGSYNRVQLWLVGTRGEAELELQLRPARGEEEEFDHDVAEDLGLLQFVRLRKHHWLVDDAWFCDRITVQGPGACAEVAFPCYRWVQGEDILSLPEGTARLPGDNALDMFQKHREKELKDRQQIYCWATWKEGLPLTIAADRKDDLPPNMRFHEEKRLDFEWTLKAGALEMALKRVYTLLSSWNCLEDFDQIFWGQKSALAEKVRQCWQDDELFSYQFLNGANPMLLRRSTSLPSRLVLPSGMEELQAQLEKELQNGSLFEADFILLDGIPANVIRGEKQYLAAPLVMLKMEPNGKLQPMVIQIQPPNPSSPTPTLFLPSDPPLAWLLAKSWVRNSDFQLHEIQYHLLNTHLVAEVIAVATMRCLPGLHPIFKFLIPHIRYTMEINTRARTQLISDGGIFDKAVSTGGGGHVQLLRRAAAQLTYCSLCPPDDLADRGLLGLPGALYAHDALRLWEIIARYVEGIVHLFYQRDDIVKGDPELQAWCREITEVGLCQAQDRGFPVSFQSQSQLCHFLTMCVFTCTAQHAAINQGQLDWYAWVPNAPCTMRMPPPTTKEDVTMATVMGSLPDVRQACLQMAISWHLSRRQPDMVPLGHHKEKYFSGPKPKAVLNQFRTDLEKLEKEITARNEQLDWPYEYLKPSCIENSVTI
#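 Hydroperoxide product was detected by ferrous iron/xylenol orange as the 573 to 405 nm absorbance ratio. Arachidonic acid at 40 uM (final) was turned over for 30 min at room temperature by 150 nM human 12hLO, pH 7.0 Hepes buffer, after 15 min compound preincubation.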
# Starred values were filed as active, the others as inactive; ? = inconclusive; [ ] = dose if it differs, or a comment. % is scaled to controls: 0 for no effect and ±100 for the full control effect; potency is read from the fitted curve at half-maximal effect. This is a subset; count on the stated rates, not on these rows.
# The opening 19 entries (preview)
SMILES,12-LOX inh
Fc1cccc(-c2cc(-c3cn[nH]c3)c3cncn3c2)c1,-2%[176 µM]
COc1ccc(CNC[C@H]2O[C@H](Cc3cc(COc4ccccc4)on3)CC[C@@H]2O)cc1,18%
COc1cccc(C(O)c2nc(C(=O)N3CCN(c4ccccn4)CC3)c(C)o2)c1 (stereo unspecified),-4%[176 µM]
CC(C)(C)CC(=O)N[C@H]1C[C@@](O)(C(=O)NCC(N)=O)C[C@@H](O)[C@@H]1O,-30%[176 µM]
CCCNC(=O)N1CCC2(CC1)CC(C(=O)N1CCOCC1)N(C)C2 (stereo unspecified),41%[activator]
O=C1NCCCCCCN(C(=O)c2cccnc2)[C@H]2C[C@H](C(=O)N3CCc4ccccc4C3)C[C@@H]12,39%[activator]
COc1cc2nc(-c3ccc(N4CCN(C)CC4)cc3)nc(NCCN3CCOCC3)c2cc1OC,-35%[57.4 µM]
COc1ccc(CC(=O)N2CCC(Oc3nccnc3N(C)C)C2)cc1 (stereo unspecified),53%
COC(=O)N1CCc2nc(C)nc(-c3ccc(Cl)cc3)c2CC1,11%[176 µM]
O=C(C(=O)N1CCc2[nH]nc(-c3cccc4ccccc34)c2C1)c1cccnc1,30%[activator]
N#Cc1ccc(CN2CC3(Cc4ccccc4C(=O)N3)C2)cc1,13%[6.33 µM]
CCCNC(=O)N[C@@H]1CCC[C@@H](C(=O)N(CC)CC)CC(=O)N(C)C1,40µM*
Cc1ccsc1CN1CCOc2cc([S+](=O)([O-])Nc3cccnc3)ccc2C1,1%[176 µM]
Cc1nc2c(c(-c3ccc(O)cc3)n1)CN(C(=O)c1ccccc1Cl)CC2,23%
CC(=O)N1CCC(Cc2ccc(C(=O)O)cc2)CC1,46%[activator]
O=C(CCc1nnn2c1CN(C(=O)NCCc1ccccc1)CC2)N1CCOCC1,18%
CNC(=O)CCC[C@H]1NC[C@@H]2CCCN3CCC[C@H]1[C@H]23,25%
O=S1(=O)c2ccc(N3CCN(Cc4ccccc4F)CC3)cc2Oc2ccccc2CN1Cc1cn(Cc2ccccc2C(F)(F)F)nn1,27%
CCc1cc(CNC(=O)C2CCN(c3nc(-c4ccccc4)nc4c3CCC4)CC2)on1,6%

# Results, previewed entries included:
SMILES,12-LOX inh
Fc1cccc(-c2cc(-c3cn[nH]c3)c3cncn3c2)c1,-2%[176 µM]
COc1ccc(CNC[C@H]2O[C@H](Cc3cc(COc4ccccc4)on3)CC[C@@H]2O)cc1,18%
COc1cccc(C(O)c2nc(C(=O)N3CCN(c4ccccn4)CC3)c(C)o2)c1 (stereo unspecified),-4%[176 µM]
CC(C)(C)CC(=O)N[C@H]1C[C@@](O)(C(=O)NCC(N)=O)C[C@@H](O)[C@@H]1O,-30%[176 µM]
CCCNC(=O)N1CCC2(CC1)CC(C(=O)N1CCOCC1)N(C)C2 (stereo unspecified),41%[activator]
O=C1NCCCCCCN(C(=O)c2cccnc2)[C@H]2C[C@H](C(=O)N3CCc4ccccc4C3)C[C@@H]12,39%[activator]
COc1cc2nc(-c3ccc(N4CCN(C)CC4)cc3)nc(NCCN3CCOCC3)c2cc1OC,-35%[57.4 µM]
COc1ccc(CC(=O)N2CCC(Oc3nccnc3N(C)C)C2)cc1 (stereo unspecified),53%
COC(=O)N1CCc2nc(C)nc(-c3ccc(Cl)cc3)c2CC1,11%[176 µM]
O=C(C(=O)N1CCc2[nH]nc(-c3cccc4ccccc34)c2C1)c1cccnc1,30%[activator]
N#Cc1ccc(CN2CC3(Cc4ccccc4C(=O)N3)C2)cc1,13%[6.33 µM]
CCCNC(=O)N[C@@H]1CCC[C@@H](C(=O)N(CC)CC)CC(=O)N(C)C1,40µM*
Cc1ccsc1CN1CCOc2cc([S+](=O)([O-])Nc3cccnc3)ccc2C1,1%[176 µM]
Cc1nc2c(c(-c3ccc(O)cc3)n1)CN(C(=O)c1ccccc1Cl)CC2,23%
CC(=O)N1CCC(Cc2ccc(C(=O)O)cc2)CC1,46%[activator]
O=C(CCc1nnn2c1CN(C(=O)NCCc1ccccc1)CC2)N1CCOCC1,18%
CNC(=O)CCC[C@H]1NC[C@@H]2CCCN3CCC[C@H]1[C@H]23,25%
O=S1(=O)c2ccc(N3CCN(Cc4ccccc4F)CC3)cc2Oc2ccccc2CN1Cc1cn(Cc2ccccc2C(F)(F)F)nn1,27%
CCc1cc(CNC(=O)C2CCN(c3nc(-c4ccccc4)nc4c3CCC4)CC2)on1,6%
COc1ccc(-n2nc(C3CCN(C(=O)c4cccc(OC)c4)CC3)[nH]c2=O)cc1,1%
CC(C)CNc1ccc2nncn2n1,31%
CC(C)NC(=O)C1CCc2nnc(C3CCN(C(=O)c4ccc(Cl)cc4Cl)CC3)n21 (stereo unspecified),4%[6.33 µM]
CC1(C(=O)Nc2ccc(F)c(F)c2)CCCCC(=O)N1 (stereo unspecified),18%
COc1ccc(-c2cc(N3CCCC(NC(=O)c4cc(Cl)ccc4OC)C3)n[nH]2)cc1 (stereo unspecified),23%
Cc1cnc(C)n1CCNC(=O)c1ccsc1,17%

# The listing continues:
SMILES,12-LOX inh
CCN1C(=O)CCN(C(=O)Nc2ccccc2F)CC12CCOCC2,35%[activator]
C=CCn1cc2c3c(cccc31)[C@H](CC(C)C)N[C@H](C(=O)N1CCN(CCOC)CC1)C2,43%[activator]
c1cncc(CN2CC[C@H](c3nnc(Cc4c[nH]c5ccccc45)o3)C2)c1,-3%[176 µM]
COC(=O)C1=C(C)N=C2SC=C(CC(=O)Nc3ccc(OC)cc3)N2C1c1cccc(OC)c1 (stereo unspecified),60%[activator]
O=C(COc1ccc(Cl)cc1)N1C[C@@H](CO)[C@H](c2ccncc2)C1,30%
O=C(NCCN1CCCOC1=O)c1ccc2nc(C3CCCCC3)oc2c1,29%
CC1=C[C@@H](CNC(=O)NC(C)C)[C@H](C(C)C)C[C@H]1Cc1nnc(-c2ccncc2)o1,-17%[176 µM]
O=C1CC(c2ccccc2)N(C(=O)C2CC2)CCCN(C(=O)NCc2ccc(F)cc2)CCN1 (stereo unspecified),21%
O=[S+]([O-])(c1ccccc1)N1CCn2c(nnc2-c2ccc(Cl)cc2)C1,11%[6.33 µM]
COc1ccccc1C(=O)N1CCC(Oc2ccc(C(N)=O)cn2)CC1,-8%
COc1ccc(C)nc1-c1cccc(OC)c1C(=O)N(C(C)C)C(C)C,5%
Cc1cc(C(=O)N2CCOc3ccc(CCC(N)=O)cc3C2)nn1C,22%
CCCc1noc(-c2cccn3c(CNC(=O)CCc4ccccc4)nnc23)n1,44%[activator]
Cn1nc(C2CCN(C(=O)C3CCC3)CC2)c2c1CCOC2,65%[activator]
CCOCCn1c(=O)[nH]c2cc(C(=O)NCc3noc(CC)n3)ccc21,28%
N#Cc1cccc(CN2CC[C@@H]3OCC(=O)N(Cc4ccc(O)cc4)[C@H]3CC2)c1,?
Cc1cc(C(=O)NCC(F)(F)F)c2c(C3CCNC3)noc2n1 (stereo unspecified),7%[6.33 µM]
CN1CCN(c2nc3c(c(=O)[nH]2)CCN(Cc2ccccc2C#N)CC3)CC1,4%
O=[S+]1([O-])NCC2(CCN(Cc3ccc(C(F)(F)F)cc3)C2)Nc2ccccc21 (stereo unspecified),22%
Cc1cccc(OCC(=O)NCCn2ccn3nc(-c4ccc(C)cc4C)cc3c2=O)c1,24%
COCCNC(=O)C1CCN(C(=O)N2CC3CC(C2)[C@H]2CCCC(=O)N2C3)CC1 (stereo partly specified),31%[activator]
Cn1nc2n(c1=O)CCC(NS(=O)(=O)c1ccc3c(c1)CCCC3)CC2 (stereo unspecified),31%[activator]
Cc1noc([C@@H]2CN(C3CCSCC3)C[C@H]2CO)n1,47%[activator]
Cc1ccc(CN2CCN(C3CCN(Cc4ccccn4)CC3)CC2CCO)o1 (stereo unspecified),107%[activator]
COCCOCC(=O)N1CCCCCCNC(=O)[C@@H]2C[C@@H](c3nc(-c4cccnc4)no3)C[C@@H]21,21%

# (more compounds)
SMILES,12-LOX inh
CS(=O)(=O)N1CCCCCCn2c(nnc2-c2ccc(F)cc2)CC1,23%
O=C1NCCCCCCN(S(=O)(=O)c2cccc(F)c2)[C@H]2CCCC[C@@H]12,1%
Cc1ccc(Cl)cc1NC(=O)CN1C(=O)NC2(CCC(C)CC2)C1=O (stereo unspecified),?
Cc1cc(C)c(CNC(=O)c2nc(-c3ccc(CN(C)C)cc3)cc3[nH]ccc23)c(=O)[nH]1,53%[activator][176 µM]
CC1(Cc2ccc3c(c2)OCO3)CCCN(C(=O)CN2CCCC2=O)C1 (stereo unspecified),1%
O=C(NCc1ccncc1)C12C[C@H]3C[C@@H](C1)CC(c1ccc(Cl)cc1)(C3)C2,?
CCCCCn1cc(CCC(=O)Nc2ccc(Oc3cccnc3)cc2)c2ccccc21,-16%
Cc1cccc(OCCc2noc(C3CCCCN3Cc3cccnc3)n2)c1 (stereo unspecified),36%[activator]
CN(C)CCN(C)c1ccc(-c2nc(-c3ccccc3F)no2)cn1,53%[activator]
COc1cccc(CN2CC[C@H](c3nc4cc(Cl)ccc4o3)C2)c1,?
COc1ccc(CC(=O)N2CC[C@@H](CC(=O)O)[C@@H](CCN3CCOCC3)C2)cc1,29%[176 µM]
Cc1cccc(Nc2nc(N)nc(CN3CCOCC(O)C3)n2)c1 (stereo unspecified),48%[activator]
Cc1ccc(C2Cn3cnc(C(=O)N4CCC(C(=O)NCc5cccs5)CC4)c3CO2)cc1 (stereo unspecified),31%[activator]
CCOC(=O)c1nn(Cc2ccc(OC)cc2)c2c1CN(C(=O)c1ccc3nc[nH]c3c1)CC2,46%[activator]
CNC(=O)[C@@H]1C[C@H](Oc2ccccc2)CN1S(=O)(=O)c1cccnc1,25%
O=C(C1CCOCC1)N1CCC(c2nc(C3CCOCC3)no2)C1 (stereo unspecified),12%
CNC(=O)N1C[C@@H](CN(C)C)[C@H](NC(=O)c2cccn2C)C1,31%[activator]
Cc1cnc(CC2CCCN(C(=O)CCc3c[nH]c4ccccc34)C2)n1C(C)C (stereo unspecified),9%
COc1ccc(CCC(=O)N2Cc3ccccc3OC3(CCN(C)CC3)C2)cc1,10%
COc1ccc(CN2CCOC[C@H](OC)C2)cn1,50%[activator][176 µM]
COc1ccc(C(=O)C(C(=O)Nc2c(C)cccc2C)N(C(=O)Cc2ccc([N+](=O)[O-])cc2)c2ccccc2)cc1 (stereo unspecified),?
COc1ccc2c(c1)OCC(CNC(=O)CN1CCOCC1)C2 (stereo unspecified),42%[activator]
CCNC(=O)O[C@@H]1CO[C@H]2[C@@H]1OC[C@@H]2NCc1ccccc1,0%[176 µM]
c1cncc(CNC[C@H]2COCc3nc4ccccc4n32)c1,3%[176 µM]
Cc1noc2c(-c3ccnn3C)cc(-c3ccc(F)cc3)nc12,?

# New compounds follow
SMILES,12-LOX inh
CC(C)NC(=O)C1COC2(CCCCC2)N1C(=O)Cc1ccccc1 (stereo unspecified),72%[activator]
O=C(c1ccccc1)N1CCc2nc(-c3ccccc3)nc(-c3ccc(Cl)cc3)c2C1,-8%
O=C([C@H]1CCC[C@@H](O)C1)N1CCN(c2ccc3nccn3n2)CC1,53%[activator]
O=C(C[C@@H]1O[C@H](CNC(=O)C2CC2)[C@@H](O)[C@H]1O)NCCN1CCOCC1,6%[176 µM]
O=C(C[C@@H]1C[C@H]2O[C@H](CNCc3ccccc3OC(F)(F)F)[C@@H](O)[C@H]2O1)N1CCC(F)(F)C1,46%[activator]
COCCN(C)C[C@@H]1CN(C(=O)c2csc(C(C)C)n2)C[C@@H]1CO,-4%
COC(=O)[C@@H](Cc1cccnc1)NC(=O)[C@H]1CN(C(=O)Nc2ccccc2)CCN1S(=O)(=O)c1ccccc1,-6%
CCC[C@H]1CN(S(=O)(=O)c2ccc(-c3ccn[nH]3)o2)C[C@@H]1N,19%
Cc1noc(C)c1CC(=O)N1CCCCCCNC(=O)[C@@H]2CCCC[C@@H]21,37%[activator]
COc1ccc(C[C@H](NC(=O)[C@@H]2C[C@H](NC(=O)Nc3cccc(OC)c3)CN2C(=O)c2cccn2C)C(N)=O)cc1,-2%
CN1c2cc(C(=O)NCc3ccccc3)ccc2C(=O)N2CCCCCC21 (stereo unspecified),22%
CCCNC(=O)C(NC(=O)c1cccc(C)c1)C1CCN(C(=O)c2ccc(C)cc2)CC1 (stereo unspecified),16%
CCOC(=O)c1ccc(NC(=O)CCn2ccn3nc4c(c3c2=O)CCCC4)cc1,-5%
COC(=O)[C@H](Cc1ccc(OC)cc1)NC(=O)[C@@H]1CNCCN1S(=O)(=O)c1ccccc1,5%
N#Cc1ccc(CN2CCn3c(nnc3-c3ccncc3)C2)cc1,6%[6.33 µM]
O=C(CCc1cc(Cl)no1)N1CCCC(Cc2nncn2CC2CC2)C1 (stereo unspecified),12%
COCCn1ncc(N2CCCC(CC(=O)NCCC3=CCCCC3)C2)cc1=O (stereo unspecified),43%[activator]
COc1ccc2[nH]c(C(=O)N3CCC4(CC3)CC(c3nc(C)no3)N(C)C4)cc2c1 (stereo unspecified),?
CC1(C(=O)NCc2ccccc2)COCc2cnc(Nc3ccccc3)nc21 (stereo unspecified),5%[176 µM]
Cc1ccccc1C(=O)NCc1ccnc2[nH]ccc12,-19%[176 µM]
COc1ccc(C2Cn3nnc(C(=O)N4CCN(C(=O)c5cc(F)ccc5F)CC4)c3CO2)cc1 (stereo unspecified),-4%
CC(C)C(=O)N1Cc2ccccc2CC2(CCCCN2Cc2ccccn2)C1 (stereo unspecified),?
CCN(CC)C(=O)CCc1c(C)nn(-c2ccc(F)cc2)c1Oc1cccc(F)c1,38%[activator]
O=C(NCc1ccc(Cl)nc1)c1cn2c(n1)CN(C(=O)c1ccccc1)CC2,-1%[6.33 µM]
Cc1ccc(-n2nc(-c3c(C)nc4scc(CC(=O)NCc5ccccc5)n4c3=O)cc2C)cc1,-8%
Cc1nccn1CC1(CNc2ncncn2)CC1,14%
Cc1c(Cl)cc(C(=O)NCC2CNCCOC2)cc1Cl (stereo unspecified),-5%
Cc1ccc(CN2CCC(C3CCN(C)CC3)C2)o1 (stereo unspecified),51%[activator]
Cc1ccc(N2CCC(NC(=O)c3ccc4[nH]ccc4c3)C2=O)cc1C (stereo unspecified),10%
